# Dynein transport = inhibitors of GR-EGFP nuclear translocation, primary screen, dynein cargo transport inhibitor project, imaging, high-content, 3617.4 mouse cells; test concentration mostly 20 µM; stimulated with dexamethasone, 1 µM; stronger effect = lower value; z-score, hits read low; 220,000 compounds, 0.47% hits; AID 1381, 2008;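 active = plate z-score of nuclear minus cytoplasmic receptor signal below a set negative limit, without overly bright fluorescence or cell loss, cut at about -3.5 in these data, passing the limit was not always enough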;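 also: z-score of nuclear minus cytoplasmic ring GR-EGFP intensity difference per well; some compounds called inactive have numbers as strong as hits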
#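 Buffer or medium: Induction medium lacking tetracycline, stripped serum | Also added: Dexamethasone agonist, 1.0 µM final, for 30 min | Timing: 48 h induction, 1 h compound, 30 min dex at 37 °C | Detection: Formaldehyde fixation, Hoechst nuclear stain, 10x automated fluorescence imaging | Measure: Nuclear versus cytoplasmic GR-EGFP signal, averaged per well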
# M17LAP inhibition = P. falciparum M17LAP inhibitors, primary screen, biochemical, fluorogenic H-Leu-NHMec substrate, 1536-well (AID 1619); Leucine aminopeptidase (Plasmodium falciparum (isolate 3D7)); recombinant M17LAP, H-Leu-NHMec fluorogenic kinetic assay; higher % means a stronger effect; inhibition, % at 30 µM, or IC50 in µM where a hit was titrated; 220,000 compounds, 0.38% hits;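 active = compound inhibiting the enzyme by more than half at any dose during confirmatory dose-response retesting; inconclusive = strong single-dose inhibitors picked by rank but not retested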;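 also: plate controls were full reaction with DMSO carrier for no effect and no enzyme background for full effect; strong numbers were not always called active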
# KOR beta-arrestin-1 = KOR antagonists, beta-arrestin recruitment, cell-based, luminescence, uHTS (AID 1778). inhibition, % at 10 µM, or IC50 in µM where a hit was titrated. KOR beta-arrestin recruitment, luminescence, antagonist mode; higher % means a stronger effect. 290,000 compounds, 0.091% hits. Kappa-type opioid receptor (Homo sapiens); also: strong numbers were not always called active
# M1AAP inhibition = P. falciparum M1AAP inhibitors, biochemical, fluorogenic H-Leu-NHMec substrate, 1536-well (AID 1445); Aminopeptidase N (Plasmodium falciparum (isolate 3D7)); recombinant M1AAP, H-Leu-NHMec fluorogenic kinetic assay; higher % means a stronger effect; inhibition, % at 30 µM; hits with a dose series show IC50 in µM; 220,000 compounds, 0.42% hits;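 active = primary inhibition above the hit cutoff, then over 50% inhibition at one or more dose response concentrations, cut at about 23% in these data, passing the limit was not always enough; inconclusive = conflicting primary data, or primary hits not chosen for dose response; inactive = low primary inhibition, or under 50% at every dose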;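 also: plate controls were DMSO full reaction for no effect and no enzyme background for full effect; strong numbers were not always called active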
# NOD1 NF-kB reporter = NOD1 signaling inhibitors, primary screen, cell-based, luminescence, uHTS (AID 1578); inhibition, % at 4 µM, or EC50 in µM where a hit was titrated; 290,000 compounds, 1% hits; NOD1-driven NF-kB luciferase reporter cells, luminescence; higher % means a stronger effect; in the data active = inhibition mostly above about 36%, no sharp cut-off; inactive = mostly below about 34%;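 also: HEK-293T reporter cells stimulated with the NOD1 agonist gamma-tri-DAP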
# NOD2 inhibition = NOD2 signaling inhibitors, cell-based, luminescence, uHTS, HEK293 (AID 1566); HEK293 NOD2/NF-kB luciferase reporter, luminescence; higher % means a stronger effect; inhibition, % at 4 µM, or EC50 in µM where a hit was titrated; 290,000 compounds, 0.63% hits; also: many of its hits are not listed in these tables
# GPR55 beta-arrestin = GPR55 agonists via beta-arrestin recruitment, primary screen, imaging, U2OS cells, beta-arrestin-GFP redistribution (AID 1961) | G-protein coupled receptor 55 (Homo sapiens) | U2OS GPR55 beta-arrestin-GFP redistribution imaging; higher % means a stronger effect | one-dose activation, % at 10 µM; EC50 in µM for titrated hits | 290,000 compounds, 0.048% hits;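 active = activation above 40% with more than 50 cells counted in the well; inconclusive = wells holding fewer than 50 cells, flagged as toxic or sparse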;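 also: U2OS osteosarcoma cells stably expressing GPR55 and beta-arrestin-GFP; plate controls were DMSO negative control for no effect and LPI positive control for full effect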
# AID2073 = inhibitors of Mint1-CaV2.2 protein interaction, biochemical, HTRF (AID 2073) | inhibition, % at 20 µM, or IC50 in µM where a hit was titrated | HTRF protein-protein interaction, Mint1-CaV2.2; higher % means a stronger effect | Voltage-dependent N-type calcium channel subunit alpha-1B (Homo sapiens) | 290,000 compounds, 0.19% hits; in the data active = inhibition mostly above about 51%, no sharp cut-off; inconclusive = no clear call, values can overlap the other calls; inactive = mostly below about 53%; also: some results filed as inactive read as strong as hits
# KOR beta-arrestin-2 = KOR agonists, beta-arrestin recruitment, primary screen, cell-based, luminescence, uHTS (AID 1777). Kappa-type opioid receptor (Homo sapiens). KOR beta-arrestin recruitment, luminescence; higher % means a stronger effect. activation, % at 10 µM; hits with a dose series show EC50 in µM. 280,000 compounds, 0.02% hits; in the data active = activation above about 50%, passing the limit was not always enough; also: a part of the inactive calls stands beside numbers as strong as those of hits
# Dynein transport cytoplasmic EGFP = further read-out of Dynein transport, marked with its call; z-score; measured here: cytoplasmic GR-EGFP intensity; stronger effect = higher value
# Dynein transport nuclear GR-EGFP = recorded beside Dynein transport, whose call it bears; z-score; measured here: nuclear GR-EGFP intensity;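 lower value marks the stronger effect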
# Dynein transport cell count = recorded beside Dynein transport, whose call it bears; z-score; measured here: cell count per field
# * marks the source's active call; other numbers are inactive results; ? = inconclusive; · = not tested or not shown; [ ] = dose if it differs, or a comment. Rule as the data show it, unless noted: active = inhibition above about 50%; inactive = the rest.
SMILES,Dynein transport,Dynein transport cytoplasmic EGFP,Dynein transport nuclear GR-EGFP,Dynein transport cell count,M17LAP inhibition,KOR beta-arrestin-1,M1AAP inhibition,NOD1 NF-kB reporter,NOD2 inhibition,GPR55 beta-arrestin,AID2073,KOR beta-arrestin-2
O=C(NCc1ccco1)c1ccc(NS(=O)(=O)c2cccc([N+](=O)[O-])c2)cc1,-0.87,0.5,-0.71,-0.38,3%,1%,6%,-20%,11%,0.7%,1%,-9.5%
COc1ccc(/C=C(/NC(=O)c2ccccc2)C(=O)NC(Cc2c[nH]c3ccccc23)C(=O)O)cc1 (stereo not drawn),·,·,·,·,·,14%,·,-27%,-5%,-0.1%,3%,-0.8%
O=C(CSc1nncs1)N1CCN(S(=O)(=O)c2ccccc2)CC1,0.98,-0.21,0.69,-0.98,-7%,9%,-5%,-21%,1%,0.8%,-2%,-1.8%
CCN(C(=O)CSc1nnc(COc2cccc(C)c2)o1)c1nc(C)cs1,·,·,·,·,·,-31%,·,7%,17%,0.4%,-2%,0.6%
O=C(COc1ccccc1[N+](=O)[O-])OC1CCS(=O)(=O)C1 (stereo not drawn),-0.27,-0.31,-0.4,0.06,-2%,16%,-1%,-35%,13%,-0.1%,0%,-2.7%
N=c1n(Cc2ccc(Cl)cc2)c2ccccc2n1CC(O)c1ccco1 (stereo not drawn),-0.5,-0.099,-0.28,0.065,5%,-21%,1%,-65%,12%,-0.3%,8%,-14%
Cc1cccc(S(=O)(=O)c2c(N)n(Cc3ccco3)c3nc4ccccc4nc23)c1,-0.46,-0.13,-0.21,1,-3%,14%,21%,32%,23%,-0.3%,39%,-3.5%
Cc1cccc(N2C(N)=NC(N)=NC23CCCCC3)c1,3,-0.062,1.3,-1.5,7%,20%,2%,2%,5%,-0.2%,-1%,-9.5%
O=C(NCC1CCN(c2ccc(S(=O)(=O)N3CCOCC3)cc2)CC1)c1ccc(Cl)cc1,1.4,0.077,1,-1.3,0%,-78%,6%,25%,22%,-0.1%,4%,8.4%
Cc1cc(C(=O)CN2C(=O)NC3(CCCCC3)C2=O)c(C)n1-c1ccc2c(c1)OCO2,0.47,-0.074,0.44,-1.1,1%,-16%,7%,-32%,15%,0.2%,13%,-2.5%
CC1=C(C#N)C(Nc2cccc(C)n2)(C(F)(F)F)C(=O)N1 (stereo not drawn),0.35,-0.19,0.35,0.38,9%,-6%,-2%,-5%,-6%,-0.2%,19%,1.3%
COc1ccc(C2c3c4c(n(C)c3CCN2C)CCN(C)C4c2ccc(OC)cc2)cc1 (stereo not drawn),0.37,-0.19,0.2,1,9%,15%,1%,8%,6%,-0.1%,-2%,-3.9%
CCn1c(SCC(=O)NCc2ccco2)nc2ccccc2c1=O,-0.54,-0.26,-0.33,0.42,17%,-14%[20 µM],3%,-54%,-11%,0.1%,16%,2.2%
Cc1ccc(S(=O)(=O)N(C)C)cc1NC(=O)c1ccncc1,0.6,-0.25,0.55,-0.63,-3%,2%,-2%,-12%,6%,-0.2%,?,-0.3%
CC(=O)c1cccc(-n2nnnc2SCC(=O)Nc2cc(C)on2)c1,·,·,·,·,·,19%,·,-17%,13%,0.6%,1%,0.3%
Cc1cc(C)cc(NC(=S)N2CCC(NC(=O)C3CC3)CC2)c1,·,·,·,·,·,0%,·,-6%,5%,-0.1%,-6%,-3.9%
CCn1c(SCC(=O)N2CCCC2)nnc1-c1ccc(S(=O)(=O)N2CCCCCC2)cc1,2.7,-0.17,1.2,-1.3,7%,-1%,18%,-9%,-4%,0.4%,-5%,-4.7%
Cn1c(=O)c2c(nc(CN3CCN(C(=O)c4ccco4)CC3)n2Cc2cccc(Cl)c2)n(C)c1=O,-0.79,0.029,-0.2,0.45,-4%,23%,5%,13%,16%,-0.3%,3%,13%
Cc1cc(NC(=O)CSc2nnc(C3CC3)n2-c2ccccc2)no1,0.46,-0.32,0.26,0.14,-2%,-10%[20 µM],-2%,-17%,-7%,-0.1%,4%,-0.7%
O=C(N/N=C/C(Br)=C/c1ccccc1)c1ccncc1,-0.97,0.39,-0.64,0.78,-3%,-19%,10%,17%,-4%,1.2%,-27%,·
CC(C)Cc1nnc(NC(=O)CCC(=O)NC2CC2)s1,·,·,·,·,·,-62%,·,31%,3%,-0.1%,1%,6.4%
O=C(Cc1ccc([N+](=O)[O-])cc1)Nc1ccc2c(c1)C(=O)NC2=O,-0.31,-0.21,-0.39,1,32%,-15%,-2%,-20%,2%,-1.0%,11%,3.3%
COc1ccc(S(=O)(=O)N2CCOCC2)cc1NC(=O)c1ccccc1C,·,·,·,·,·,-1%,·,-37%,-7%,0.0%,-8%,-2.1%
COc1ccc(C2=NN(C(=S)Nc3ccccc3)C(c3ccccc3)C2)cc1 (stereo not drawn),0.42,-0.32,0.48,0.88,-1%,-21%,4%,-32%,-23%,0.7%,4%,0.4%
COc1ccc(C(=O)Nc2ccc(Cl)cc2C(=O)NCc2ccco2)cc1,-0.34,-0.17,-0.038,-0.43,8%,-44%,0%,0%,12%,-0.3%,0%,9.1%
S=c1[nH]nc(-c2ccc(Br)cc2)n1-c1ccc(Br)cc1,·,·,·,·,·,-39%[20 µM],·,32%,12%,0.2%,-15%,0.6%
CCC(=O)N(Cc1cc2ccc(C)cc2n2nnnc12)C1CCCCC1,0.67,-0.23,0.28,0.2,0%,-11%,2%,-30%,7%,-0.2%,-9%,6.9%
COc1cccc(CNc2nc3nc(C)cc(C)n3n2)c1,-1,-0.35,-0.81,-0.37,2%,-8%,3%,-10%,11%,-0.1%,3%,-2.9%
COC(=O)c1c(C(=O)OC)c(-c2ccc(OC)cc2)n2c1CCC2,·,·,·,·,·,-36%,·,-3%,17%,0.0%,0%,2.0%
Cc1ccc(NC(=O)NCc2ccc3[nH]c(C)cc3c2)cc1,1.3,-0.18,0.59,-0.21,-8%,-3%,13%,-56%,-72%,-0.1%,2%,-1.3%

# Single records (already shown). Screens in order: Dynein transport, Dynein transport cytoplasmic EGFP, Dynein transport nuclear GR-EGFP, Dynein transport cell count, M17LAP inhibition, KOR beta-arrestin-1, M1AAP inhibition, NOD1 NF-kB reporter, NOD2 inhibition, GPR55 beta-arrestin, AID2073, KOR beta-arrestin-2
# Cc1ccc(NC(=O)NCc2ccc3[nH]c(C)cc3c2)cc1 as listed: 1.3, -0.18, 0.59, -0.21, -8%, -3%, 13%, -56%, -72%, -0.1%, 2%, -1.3%
# COc1ccc(S(=O)(=O)N2CCOCC2)cc1NC(=O)c1ccccc1C as listed: ·, ·, ·, ·, ·, -1%, ·, -37%, -7%, 0.0%, -8%, -2.1%

# (listing goes on)
SMILES,Dynein transport,Dynein transport cytoplasmic EGFP,Dynein transport nuclear GR-EGFP,Dynein transport cell count,M17LAP inhibition,KOR beta-arrestin-1,M1AAP inhibition,NOD1 NF-kB reporter,NOD2 inhibition,GPR55 beta-arrestin,AID2073,KOR beta-arrestin-2
Cc1cccc(N2CCN(C(=O)c3cccc(NC4=NC5CS(=O)(=O)CC5S4)c3)CC2)c1C (stereo not drawn),·,·,·,·,·,0%[20 µM],·,24%,6%,0.5%,12%,-3.4%
COc1ccc(/C=N/NC(=O)c2cc(-c3ccccc3)nc3ccccc23)c(C(=O)O)c1OC,·,·,·,·,·,14%,·,4%,-5%,0.0%,15%,0.5%
Fc1ccc(NC(=S)N2CCn3cccc3C2c2cccnc2)cc1 (stereo not drawn),-0.17,-0.25,-0.41,1.2,10%,-3%,7%,-43%,7%,0.5%,-22%,-16%
O/N=C(\c1ccccc1)c1nccc2ccccc12,·,·,·,·,·,13%,·,-29%,2%,-0.2%,7%,-2.8%
CCCCCNc1nc(-c2ccccc2)cs1,-0.31,0.15,0.16,0.37,-4%,-20%,11%,-74%,-67%,-0.2%,-15%,-1.6%
O=C(NCCO)c1cc2ccccc2c(=O)s1,-0.23,-0.3,0.21,0.4,5%,-50%,-2%,-7%,-13%,-0.2%,1%,0.5%
CC(C)c1ccc(C(=O)NCCCN2CCOCC2)cc1,·,·,·,·,·,-10%,·,-21%,4%,-0.2%,9%,3.1%
Cc1cc(C)cc(N(C(=O)c2nsc(Cl)c2Cl)C(C(=O)NC2CCCC2)c2ccc(O)cc2)c1 (stereo not drawn),0.59,-0.23,0.42,-0.55,-2%,24%,-3%,-22%,-19%,-0.3%,10%,18%
Cc1ccccc1C(=O)c1cccn1CC(=O)NC(C)CCc1ccccc1 (stereo not drawn),·,·,·,·,·,-3%,·,2%,10%,0.1%,5%,5.8%
O=C(Nc1ccc(F)c(Cl)c1)Nc1ccc(Cl)cn1,-0.85,-0.38,-0.87,1.1,3%,-52%[20 µM],1%,-42%,-10%,-0.1%,18%,-1.0%
O=C(Nc1ccccc1)C1CC(O)CN1S(=O)(=O)c1ccc([N+](=O)[O-])cc1 (stereo not drawn),0.2,-0.17,0.017,0.16,3%,-4%,0%,-4%,3%,-0.2%,4%,-0.7%
CCN(CC(=O)NCc1ccc(Cl)cc1)Cc1cc(=O)n2ccsc2n1,-0.26,-0.28,-0.11,0.41,7%,-13%,6%,-42%,2%,1.0%,12%,-0.1%
O=C(NCc1cccs1)c1ccc2ccccc2n1,-1.3,-0.16,-0.65,0.64,3%,2%,0%,-31%,-18%,0.1%,-4%,6.4%
CCC(=O)NCc1cc(-c2nn(C)c(=O)c3ccccc23)ccc1C,-0.96,-0.42,-0.32,1.3,1%,-8%,4%,-6%,-3%,0.2%,0%,-0.7%
COc1ccc(S(=O)(=O)Nc2c(NC3CCCCC3)c3ccccc3oc2=O)cc1Cl,·,·,·,·,·,-19%,·,-25%,42%,-0.1%,12%,7.9%

# These rows are one share of the data; rates above refer to the full screens.
